LAP4-GFP MLPCN: yeast TOR pathway LAP4-GFP modulation; GFP response vs DMSO, % at 10 µM; S. cerevisiae LAP4-GFP multiplex, flow cytometry GFP, 3 h; median GFP as percent of DMSO wells; 320,000 tested, 0.34% active;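 active = GFP response vs DMSO above a set limit, about the screen mean plus 3 SD, cut at about 150% in these data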
AGP1-GFP MLPCN: modulators of TOR pathway AGP1-GFP in S. cerevisiae. 320,000 tested, 0.02% active. GFP response vs DMSO, % at 10 µM. S. cerevisiae AGP1-GFP multiplex flow cytometry, 3 h; GFP as percent of DMSO wells;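 active = GFP response relative to DMSO above a set limit, near screen average plus 3 SD, cut at about 150% in these data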;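 note: median GFP channel fluorescence of the gated AGP1 strain per well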
VLA-4 inh: inhibition in a human VLA-4 binding assay; 330,000 tested, 0.2% active; AID 2557; P13612; inhibition, % (about 7 µM as worked out from the volumes in the protocol); VLA-4 expressing cells, ligand binding flow cytometry; in the data active = inhibition above about 50%
Target sequence (P13612 whole entry, looked up): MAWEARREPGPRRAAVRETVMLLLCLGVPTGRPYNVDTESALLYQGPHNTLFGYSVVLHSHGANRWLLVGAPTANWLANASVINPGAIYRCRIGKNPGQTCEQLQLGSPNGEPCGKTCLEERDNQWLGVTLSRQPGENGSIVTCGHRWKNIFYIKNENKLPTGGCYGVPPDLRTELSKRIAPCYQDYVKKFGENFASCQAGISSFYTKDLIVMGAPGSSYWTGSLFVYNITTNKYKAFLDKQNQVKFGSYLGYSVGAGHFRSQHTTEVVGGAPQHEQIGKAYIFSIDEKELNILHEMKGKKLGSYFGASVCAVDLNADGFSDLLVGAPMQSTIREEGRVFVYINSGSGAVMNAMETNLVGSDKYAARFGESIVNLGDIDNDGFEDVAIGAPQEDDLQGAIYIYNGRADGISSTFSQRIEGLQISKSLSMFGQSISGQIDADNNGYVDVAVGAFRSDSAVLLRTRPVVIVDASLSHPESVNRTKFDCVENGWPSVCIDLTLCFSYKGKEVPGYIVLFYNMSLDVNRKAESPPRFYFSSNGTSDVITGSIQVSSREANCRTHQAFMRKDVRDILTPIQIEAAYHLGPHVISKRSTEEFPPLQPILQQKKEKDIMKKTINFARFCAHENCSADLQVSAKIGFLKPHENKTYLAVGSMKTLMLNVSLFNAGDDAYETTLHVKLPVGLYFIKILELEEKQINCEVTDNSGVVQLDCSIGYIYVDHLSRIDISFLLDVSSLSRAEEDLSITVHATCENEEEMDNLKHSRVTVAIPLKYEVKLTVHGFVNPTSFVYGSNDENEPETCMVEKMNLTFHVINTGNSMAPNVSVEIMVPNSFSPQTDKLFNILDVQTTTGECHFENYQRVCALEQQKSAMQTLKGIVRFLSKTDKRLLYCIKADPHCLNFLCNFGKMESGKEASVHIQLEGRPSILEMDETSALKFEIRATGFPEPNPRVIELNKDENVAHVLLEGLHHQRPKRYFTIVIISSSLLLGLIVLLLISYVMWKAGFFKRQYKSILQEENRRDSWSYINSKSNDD
CR mimetic SO: caloric restriction mimetics inhibiting age-related superoxide in yeast; S. cerevisiae aged cells, superoxide DHE fluorescence; hits give low values; AID 2690; superoxide response (% of plate mean), % at 10 µM; 330,000 tested, 0.18% active;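 active = superoxide response under a set limit, about three screen SD below normal, cut at about 65% in these data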;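 note: yeast aged for seven days with compound at 30 °C before DHE staining; 100% = average MFI of all compound-treated wells on the plate with controls excluded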
RPL19A TOR yeast: modulators of TOR pathway RPL19A-GFP in S. cerevisiae. S. cerevisiae RPL19A-GFP strain, flow cytometry, 3 h; hits give low values. percent response vs DMSO, % at 10 µM. 330,000 tested, 0.3% active. AID 2025;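 active = percent response vs DMSO below 50%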;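 note: median channel GFP fluorescence of the barcoded RPL19A-GFP strain; ratio of sample median GFP to plate DMSO average so 100% = DMSO; lower means less RPL19A-GFP as with rapamycin TOR inhibition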
GRK2 aptamer HTS: inhibitors of human GRK2 displacing RNA aptamer. P25098. bead flow cytometry, FAM-aptamer displacement from GRK2. inhibition of aptamer binding, % at 10 µM. 330,000 tested, 0.59% active. AID 488847;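 active = inhibition of aptamer binding above 40%, roughly 3 SD of noise, on plates passing a quality check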;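 note: median bead fluorescence of bound FAM aptamer so fluorescent compounds give negative values; no value below 0 was filed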
CIT2 TOR yeast: alters CIT2-GFP fluorescence in TOR pathway yeast screen; 320,000 tested, 0.065% active; S. cerevisiae CIT2-GFP strain, flow cytometry, 3 h; 100 means same as DMSO wells; GFP response vs DMSO, % at 10 µM; AID 2029;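 active = GFP response relative to DMSO above a set limit, near the screen mean plus 3 SD, cut at about 150% in these data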;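 note: ratio of well median GFP fluorescence to mean of DMSO wells on the plate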
MEP2 TOR yeast: alters MEP2-GFP fluorescence in TOR pathway yeast screen; 330,000 tested, 0.51% active; S. cerevisiae MEP2-GFP strain, flow cytometry GFP, 3 h; 100% = DMSO control level; AID 2016; GFP response vs DMSO, % at 10 µM;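 active = GFP response versus DMSO above a set limit, roughly screen mean plus 3 SD, cut at about 180% in these data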;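 note: median GFP fluorescence of the barcode-gated MEP2-GFP cells per well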
* = called active by the depositor; nt = no result given; [ ] = another dose, or the depositor's remark.

Values in the order: LAP4-GFP MLPCN	AGP1-GFP MLPCN	VLA-4 inh	CR mimetic SO	RPL19A TOR yeast	GRK2 aptamer HTS	CIT2 TOR yeast	MEP2 TOR yeast
- O=C(CN1C(=O)c2cccnc2Oc2ccc(Cl)cc21)NC1CCCCCC1
→ 106	101	23	98	99	3	99	102
- COC(=O)c1ccc(Cn2cc(Cl)cn2)o1
→ 102	89	10	108	96	2	94	119
- COc1cc(C(=O)Nc2nc(-c3cc(C)ccc3C)c(C)s2)ccc1OCC(=O)Nc1ccc(F)cc1
→ 84	92	8	88	97	0	98	93
- Cc1ccc(NC(=O)COC(=O)CN2C(=O)c3ccccc3C2=O)cc1
→ 96	99	15	85	96	0	93	91
- CCN(CC(=O)Nc1cc(Cl)ccc1C)C(=O)c1cc(S(=O)(=O)N2CCCCCC2)ccc1OC
→ 104	103	9	87	96	0	91	99
- S=c1[nH]nc(-c2ccco2)n1/N=C/c1ccc(Cl)c(Cl)c1
→ 109	91	0	87	96	1	92	95
- Cn1nc(-c2ccccc2)nc1-c1ccccc1
→ 98	74	34	102	93	0	84	89
- N#Cc1cccnc1N1CCN(C(=O)c2ccco2)CC1
→ 95	104	-6	107	95	2	93	90
- Cc1ccc(S(=O)(=O)N2CCN(c3ccccc3)CC2)c(C)c1
→ 97	92	6	95	102	0	87	105
- CC(Oc1cccc(F)c1)C(=O)/C=C\N(C)C (stereo unspecified)
→ 91	101	-1	94	102	1	108	99
- O=C(c1ccc2c(c1)OCO2)N1CCN(c2ccccc2)CC1
→ 105	107	-4	89	105	8	110	108
- COc1ccc(N2CCN(C(=O)c3ccc4c(c3)CCN4S(=O)(=O)c3ccccc3)CC2)cc1
→ 101	106	24	98	103	2	102	100
- NC(=O)c1nsc(C(=O)N(c2cccc(F)c2)C(C(=O)NCC2CCCO2)c2ccc3ncccc3c2)c1N (stereo unspecified)
→ 87	91	0	97	92	15	98	104
- COc1ccc2[nH]cc(CCNC(=O)CCC3CCCCC3)c2c1
→ 96	103	24	103	103	1	103	100
- CCOc1cc(CNCCc2ccc(S(N)(=O)=O)cc2)cc(Cl)c1OCc1ccccc1
→ 101	98	42	88	98	0	95	103
- CCOC(=O)C1(Cc2ccc(OC)cc2)CCN(C(=O)c2cc(C)nn2C)CC1
→ 88	100	4	97	102	0	92	98
- O=C(CSc1nnc(Cn2cnc3ccccc32)o1)Nc1cccc2ccccc12
→ 104	97	7	113	102	0	93	99
- Cc1ccc(C)c(NC(=O)CN(C)C(=O)c2nn(C)c(=O)c3ccccc23)c1
→ 99	98	16	92	101	0	102	120
- O=C(COC(=O)CSc1ccc2ccccc2c1)Nc1ccccc1OC(F)F
→ 96	96	-2	105	105	0	106	104
- COc1ccc(OCCCN2CCc3ccccc3C2)cc1
→ 90	100	-3	94	105	0	96	100
- COc1ccc(Cl)cc1C(=O)NNC(=O)COC(=O)CC(NC(C)=O)c1ccccc1 (stereo unspecified)
→ 95	90	21	92	90	4	86	97
- Cc1nc2c(ccc3nc(NC(=O)C(c4ccccc4)c4ccccc4)sc32)s1
→ 108	107	-27	101	100	1	100	110
- Cc1ccc2cn[nH]c2c1N
→ 93	94	1	89	102	1	91	89
- Cc1cc(C(=O)N/N=C/c2ccc(N3CCOCC3)cc2)c(C)o1
→ 114	108	1	84	97	7	102	103
- COc1cc2c(cc1OC)/C(=C/C(=O)c1ccc(F)cc1)NCC2
→ 108	98	-9	87	103	1	94	103
- CC(O)[C@H]1CNC(=O)C(=O)N1CC1CCCCC1 (stereo partly specified)
→ 97	115	10	94	106	0	106	105
- CCOc1ccc(C2=Nn3c(nnc3-c3ccco3)SC2)cc1
→ 99	95	6	96	99	0	92	99
- CC(=O)N1N=C(c2cccs2)CC1c1ccc(C)o1 (stereo unspecified)
→ 104	105	1	96	110	0	104	107
- COCc1cc(C)nc(SCC(=O)c2ccc(O)c(O)c2)c1C#N
→ 104	104	11	94	99	5	97	102
- Cc1nc2ccc(NC(=O)CSc3nnc(C)s3)cc2[nH]1
→ 93	97	13	88	96	0	98	101
- COc1cc(NC(=O)CN2C(=O)C(=O)N(C3CCCC3)C2=O)cc(OC)c1
→ 106	105	-4	104	96	0	108	96
- O=C(Nc1nnc(C2CC2)s1)C1COc2ccccc2O1 (stereo unspecified)
→ 97	91	-10	116	99	2	86	107
- NC(=O)NOCc1ccc(Cl)cc1Cl
→ 96	99	4	115	99	1	90	96
- CC1CCN(c2ccccc2NC(=O)c2ccc(N3CCOCC3)c([N+](=O)[O-])c2)CC1
→ 97	106	3	126	101	2	96	104
- Cc1c(S(=O)(=O)NCc2ccccc2)c(=O)n(C)c(=O)n1C
→ 100	91	10	119	79	1	94	111
- NC(=O)CC(NC(=O)c1cccc(Br)c1)c1ccc(NC2CCC2)c([N+](=O)[O-])c1 (stereo unspecified)
→ 123	90	14	98	100	1	98	98
- Cc1cc(C(C2C(=O)CC(C)(C)CC2=O)C2C(=O)CC(C)(C)CC2=O)cc(C)c1OC(F)F
→ 89	85	1	96	96	1	83	86
- Cc1cc(CNC(=O)c2cc(-c3ccccc3)nc3ccccc23)nn1C
→ 108	99	-3	100	95	2	95	97
- COC(=O)c1ccc(CNC(=O)COc2ccccc2Br)o1
→ 100	99	8	122	101	1	103	105
- Cc1nn(-c2nc3ccccc3n2Cc2ccccc2)c2c1C(=O)CC(C)(C)C2
→ 95	99	-11	96	97	0	106	95
- CCOCCCNS(=O)(=O)c1ccc(Br)cc1
→ 90	101	12	103	93	3	101	95
- CC(C)(C)c1ccc(C(=O)NCCC(=O)Nc2cc(Cl)ccc2N2CCOCC2)cc1
→ 100	110	16	100	104	1	106	102
- O=C(Cn1nnc(-c2ccccc2Cl)n1)N1CCN(S(=O)(=O)c2ccc(Cl)cc2)CC1
→ 102	102	1	102	99	0	104	103
- CC(Sc1nnc(-c2ccncc2)n1C)C(=O)Nc1ccc(N2CCOCC2)cc1 (stereo unspecified)
→ 93	100	1	89	102	2	100	109
- COc1cccc(-c2nc(-c3ccccn3)no2)c1OC
→ 102	96	-13	106	102	0	100	109
- CCCCC/C=C\C[C@H](O)/C=C/c1cccc(C[C@H](O)CCCCO)n1
→ 104	94	28	96	100	1	93	100
- COc1cc2cnc(Cl)nc2cc1OC
→ 100	96	6	107	99	3	93	95
- O=C(Cc1nc(=O)c2ccccc2s1)Nc1ccccc1
→ 101	91	-2	81	98	0	98	100
- CC(O)CSc1nc2c(c(=O)[nH]c(=O)n2C)n1Cc1ccccc1 (stereo unspecified)
→ 91	99	-2	105	101	2	106	106
- CC(=O)c1ccc(NC(=O)Nc2ccc(Br)cc2C)cc1
→ 87	97	-7	82	98	2	104	96
- CCn1c(C(C)NS(=O)(=O)c2ccc(Cl)cc2)n[nH]c1=S (stereo unspecified)
→ 104[may fluoresce green]	114[may fluoresce green]	8	108	95[may fluoresce green]	0	147[may fluoresce green]	113[may fluoresce green]
- COc1ccc(C(=O)Nc2nnc(SCC(=O)NCc3ccco3)s2)c(OC)c1
→ 109	99	20	100	100	2	91	99
- CCOC(=O)Cc1nc(-c2cccc(C(F)(F)F)c2)no1
→ 103	96	4	107	101	0	93	95
- CCOC(=O)C1=C(C)OC(N)=C(C#N)C1C1CCCCC1 (stereo unspecified)
→ 99	99	0	87	100	3	101	101
- Cc1ccc(CC(=O)N2CCN(c3ccccc3F)CC2)cc1
→ 98	107	-29	88	107	0	100	104
- CN(CC(=O)Nc1ccc(Cl)cc1)C(=O)c1cccc(S(=O)(=O)N2CCN(Cc3ccccc3)CC2)c1
→ 102	106	-16	91	101	2	100	101
- Cc1ccccc1NC(=O)Cn1nnc2c(cnn2-c2ccc(F)cc2)c1=O
→ 91	94	5	123	95	1	90	93
- Cn1c(CN2CCOCC2)nnc1SCc1cccc(F)c1
→ 100	101	-7	90	95	6	101	95
- COc1ccc(N2CCN(S(=O)(=O)c3c(C)[nH]c(C)c3C(=O)N3CCCCC3)CC2)cc1
→ 87	94	24	116	93	0	100	94
- COC(=O)c1ccc(/C=C/c2c(-c3ccc(OC)cc3)sc3ccccc23)cc1
→ 92	97	-14	87	92	12	93	92

(continued)
Values in the order: LAP4-GFP MLPCN	AGP1-GFP MLPCN	VLA-4 inh	CR mimetic SO	RPL19A TOR yeast	GRK2 aptamer HTS	CIT2 TOR yeast	MEP2 TOR yeast
- O=C(NCc1ccc(Cl)cc1)c1cc(-c2ccco2)on1
→ 103	102	3	104	98	1	98	100
- CC(C)Cn1c(N)c(C(=O)COC(=O)c2cnccn2)c(=O)n(C)c1=O
→ 94	102	39	96	97	31	103	100
- CCCn1c(SCC(=O)N2N=C3/C(=C/c4ccc(OC)cc4)CCCC3C2c2ccc(OC)cc2)n[nH]c1=O (stereo unspecified)
→ 95	97	33	90	98	2	99	103
- CSc1ncc(Cl)c(C(=O)Nc2cccc3ccccc23)n1
→ 98	100	0	98	106	2	100	110
- CN(C)C(=O)c1ccc(Nc2nc(-c3cccs3)nc3ccccc23)cc1
→ 101	99	2	128	107	0	108	108
- CCOC(=O)CSc1nnc(NC(=O)NC(C)C)s1
→ 97	102	5	98	103	0	102	104
- O=C(N/N=C/c1ccc2c(c1)OCO2)C(=O)Nc1ccccc1Cl
→ 68	96	15	71	108	0	101	100
- COc1ccc2c(C)cc(SCC(=O)N(C)C3CCS(=O)(=O)C3)nc2c1 (stereo unspecified)
→ 96	97	-67	109	93	0	89	95
- Oc1ccc(Br)cc1-c1ccn[nH]1
→ 90	87	-4	104	98	0	107	103
- c1ccc(N2CCN(c3c4c(nc5ncnn35)CCC4)CC2)cc1
→ 112	116	2	114	105	2	103	109
- Nc1c(C(=O)NCc2ccco2)sc2nc(N3CCOCC3)c3c(c12)CCCC3
→ nt	95	0	100	98	0	94	89
- COCCN1C(=O)c2cc(C(=O)Nc3ccc(OC)c(OC)c3)ccc2C1Nc1ccc(OC)c(OC)c1 (stereo unspecified)
→ 78	92	-2	88	97	0	94	92
- CCCCC(NC(=O)c1ccccc1)C(=O)OCC(=O)N1c2ccccc2Sc2ccccc21 (stereo unspecified)
→ 103	101	18	94	104	0	91	103
- O=C(NCC1COc2ccccc2O1)C1CCN(S(=O)(=O)c2cccc3nsnc23)CC1 (stereo unspecified)
→ nt	87	18	112	89	0	82	93
- COC(=O)c1onc(-c2ccccc2)c1C(=O)OC
→ 106	95	-6	96	103	1	103	105
- CCOC(=O)c1cnc2c(c(C)nn2CC)c1Cl
→ 113	99	-2	101	95	0	91	98
- Cc1ccccc1OCCC(=O)OCC(=O)c1c(N)n(CC(C)C)c(=O)n(C)c1=O
→ 104	105	5	111	107	0	108	103
- Cc1ccc(C)c(NC(=S)Nc2ncccc2C)c1
→ 98	92	6	82	100	0	95	96
- CC(=O)Nc1cccc(NC(=O)CSc2nc3c(c(=O)n(C)c(=O)n3C)n2C)c1
→ 100	101	8	122	111	3	100	112
- CCc1ccc(Nc2nc(N)nc(CSc3nc4ccccc4s3)n2)cc1
→ 118	96	4	96	94	0	95	104
- O=C(C[C@H]1C/C=C\CCCCC(=O)OC[C@H]2CCCN2C1=O)N[C@H](CO)Cc1ccccc1
→ 94	106	1	100	104	0	99	98
- CCn1c(SC)nnc1C1CCN(CC(=O)Nc2ccccc2N2CCOCC2)CC1
→ 87	84	-5	86	92	4	88	73
- COc1ccc(-c2nnn(Cc3nc(N)nc(N4CCCCC4)n3)n2)cc1
→ 107	99	16	109	99	1	100	107
- COc1cc(/C=C/C(=O)OCC(=O)NC2CCCCCCC2)ccc1O
→ 103	98	13	123	104	1	99	104
- Cc1ccnc(NC(=O)CCC(=O)N(CC(=O)NCC2CCCO2)Cc2ccc(F)cc2)c1 (stereo unspecified)
→ 96	100	15	101	103	0	101	100

Compound activity as filed in PubChem BioAssay.
